# EPAC2 ag – activates human EPAC2 exchange factor; Q8WZA2; EPAC2 activation, biochemical qHTS; response scale: 100% = 6.5 mM cAMP response; Potency, µM (highest dose often 154 µM), without a hit: at the highest dose activation, actives largely listed as activators; hit rate 0.079% among 360,000; AID 720711; note: potency is the fitted concentration of half-maximal effect; nearly all actives have a fitted effect of over 50% in size
# Target sequence (Q8WZA2 whole entry, looked up): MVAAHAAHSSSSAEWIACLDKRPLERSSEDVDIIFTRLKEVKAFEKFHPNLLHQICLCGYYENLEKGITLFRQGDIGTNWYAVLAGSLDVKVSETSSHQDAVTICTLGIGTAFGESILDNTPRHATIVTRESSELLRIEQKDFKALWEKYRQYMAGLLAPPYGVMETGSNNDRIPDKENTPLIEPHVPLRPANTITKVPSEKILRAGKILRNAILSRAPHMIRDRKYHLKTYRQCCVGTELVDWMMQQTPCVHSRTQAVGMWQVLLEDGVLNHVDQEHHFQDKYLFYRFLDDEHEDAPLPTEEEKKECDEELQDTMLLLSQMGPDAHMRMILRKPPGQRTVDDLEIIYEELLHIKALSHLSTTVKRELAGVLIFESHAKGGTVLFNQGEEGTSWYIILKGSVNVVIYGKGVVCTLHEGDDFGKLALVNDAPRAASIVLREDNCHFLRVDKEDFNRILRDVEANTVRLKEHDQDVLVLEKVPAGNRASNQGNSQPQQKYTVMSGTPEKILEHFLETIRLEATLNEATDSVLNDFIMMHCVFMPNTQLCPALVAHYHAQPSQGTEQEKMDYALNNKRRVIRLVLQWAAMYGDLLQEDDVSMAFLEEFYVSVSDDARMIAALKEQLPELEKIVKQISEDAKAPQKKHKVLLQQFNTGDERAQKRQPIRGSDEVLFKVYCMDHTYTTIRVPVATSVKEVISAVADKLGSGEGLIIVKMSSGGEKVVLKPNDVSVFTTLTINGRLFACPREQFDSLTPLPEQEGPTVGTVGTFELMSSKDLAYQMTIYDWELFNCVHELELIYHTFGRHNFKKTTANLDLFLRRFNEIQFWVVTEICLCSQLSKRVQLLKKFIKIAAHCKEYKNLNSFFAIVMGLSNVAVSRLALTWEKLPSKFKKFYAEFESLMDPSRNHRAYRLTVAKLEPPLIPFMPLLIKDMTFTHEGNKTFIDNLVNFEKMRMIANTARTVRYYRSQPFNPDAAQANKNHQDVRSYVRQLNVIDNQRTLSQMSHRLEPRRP
#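 Compounds were added across a concentration range to EPAC2 (100 nM), RAP1B-BODIPY-GDP (250 nM) and GDP (50 uM). After 5 min at room temperature, fluorescence was recorded at 5-min intervals for 30 min.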
# S2 tox – reduces viability in counter-screen for ATXN expression inhibitors | S2 cells (HEK-293 line with an ATXN2-luciferase reporter) viability, CellTiter-Fluor protease fluorescence, 24 h | Potency, µM (top dose mostly 56.7 µM), usual class: cytotoxic | hit rate 0.49% among 400,000 | AID 651635; note: potency is the fitted concentration of half-maximal effect; nearly all actives have a fitted effect of over 40% in size
# TGFb SMAD3 inh – blocks TGF-b signaling; hit rate 1.2% among 410,000; Potency, µM (highest dose often 46.1 µM), for inactives: at the highest dose activity, negative = inhibition, usual class: inhibitors; HepG2 CAGA-GFP TGF-b/SMAD3 reporter, GFP fluorescence, 18 h; TGF-beta stimulated, 500 pg/mL final; note: potency is the fitted concentration of half-maximal effect; % is set by controls: 0 for no effect and ±100 for the full control effect; nearly all actives have a fitted effect of over 65% in size
#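 Smad-responsive CAGA-GFP expression was quantified in HEPG2 cells exposed to compounds and 500 pg/mL final TGF-beta for 18 h at 37 degrees C; unstimulated wells defined full inhibition.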
# Nrf2 inh – inhibitors of Nrf2 signaling. A549 ARE-Fluc reporter, luciferase luminescence, 18-24 h. Potency, µM (series often up to 46 µM), for inactives: at the top dose activity change, negative = inhibition, usual class: inhibitors. hit rate 2.1% among 360,000; note: potency is the fitted concentration of half-maximal effect; % is set by controls: 0 for no effect and ±100 for the full control effect; nearly all actives have a fitted effect of over 60% in size
#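 Nrf2 function is reported as luminescence of an ARE-controlled luciferase in A549 cells. Compounds were tested at several concentrations, and a CellTiter-Fluor read on the same wells flagged cytotoxicity.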
# ATXN2 expr inh – reduces ATXN2 reporter expression in HEK-293 cells. hit rate 0.72% among 360,000. Potency, µM (doses to about 57 µM), for the others: at the highest dose activity change, negative = inhibition, most hits filed as inhibitors. AID 1745845. HEK-293 ATXN2-luciferase reporter, luminescence, 24 h; note: potency is the fitted concentration of half-maximal effect; % is set by controls: 0 for no effect and ±100 for the full control effect; nearly all actives have a fitted effect of over 55% in size
#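 qHTS (up to 57 uM final) was run with 24 h compound exposure of reporter cells at 37 °C. Each well was multiplexed: SteadyGlo luminescence measured ATXN2-luciferase expression after a fluorogenic Gly-Phe-AFC viability readout (25 uM final).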
# Nrf2 activator – Nrf2 pathway activation | AREc32 ARE-luciferase reporter (MCF7-derived line), luminescence, 24 h | Potency, µM (doses to about 46.1 µM), for the others: top-dose activation, actives largely listed as activators | AID 624171 | hit rate 0.31% among 410,000; note: potency is the fitted concentration of half-maximal effect; % of control where 0% means no effect; nearly all actives have a fitted effect of over 65% in size
#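 Each well held 1000 AREc32 cells, which were incubated with compound for 24 hr at 37 deg C after overnight attachment, and ARE reporter activity was quantified by firefly luciferase luminescence.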
# IL-2 act – activators of IL-2. IL-2 activation reporter assay, cell-based qHTS; stimulated with anti-CD3/CD4/CD28 beads; in transgenic mouse T cells. activation, % (series mostly up to about 46 µM). hit rate 0.065% among 360,000; in the data active = activation above about 50%; inconclusive = mostly about 30% to 49%; note: 0% is about no effect
#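 Using fluorescent plate cytometry, EGFP and DsRed are detected in transgenic mouse T cells stimulated 18 h at 37 degrees C with antibody-coated beads after 60 min compound pretreatment.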
# A549 tox – counter-screen for Nrf2 inhibitors: cytotoxicity in A549 cells; A549 ARE-Fluc cells, CellTiter-Fluor viability, 18-24 h; Potency, µM (highest dose often 46 µM), inactives show at the highest dose activity change, negative = cytotoxicity, most hits filed as inhibitors; hit rate 0.16% among 390,000; note: potency is the fitted concentration of half-maximal effect; % is set by controls: 0 for no effect and ±100 for the full control effect
#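 A549 ARE-Fluc cells in 5% FBS OPTI-MEM, 5000 cells/well, rested 2 h then exposed to compounds in concentration-response for 18-24 h at 37 °C. Viability by CellTiter-Fluor fluorescence (Ex 405/Em 525) after 30 min; luciferase luminescence (BugLite, 15 min, RT) read afterwards.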
# HepG2 viability – HepG2 cytotoxicity, counter-screen for TGF-b inhibitors; hit rate 0.76% among 410,000; Potency, µM (series often up to 46.1 µM), for inactives: at the top dose activity change, negative = cytotoxicity, actives largely listed as cytotoxic; HepG2 CAGA-GFP viability, ATP luminescence, 18 h; note: potency is the fitted concentration of half-maximal effect; some results filed as inactive show a strong effect at the top dose
#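 CellTiter-Glo luminescence gave cytotoxicity after 18 hours at 37 degrees C. The cells were HepG2 CAGA-GFP in 1% FBS DMEM, stimulated with 500 pg/mL TGF-beta after compound addition. %Activity was normalised to no-cell wells (complete cell-killing) and DMSO (no toxicity), and curves were fitted and classified.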
# * = called active by the depositor; i = inactive; ? = inconclusive; nt = no result given; & = joins results of further samples; [ ] = remark or other dose. Unless noted, calls come from the whole dose curve; as a rule, active = well fitted curve in the direction sought with a large enough effect; inconclusive = small, poorly fitted or top-dose-only effect, or another doubt; inactive = no such curve, though single readings can be large; an effect the other way counts as inactive or inconclusive.
SMILES,EPAC2 ag,S2 tox,TGFb SMAD3 inh,Nrf2 inh,ATXN2 expr inh,Nrf2 activator,IL-2 act,A549 tox,HepG2 viability
Cc1ccc(F)c(Cn2cnc3c(cnn3C(C)(C)C)c2=O)c1Cl,13%,i,-15%&-13%,?,-23%,-0.9%,-3.9,-6%,-9%&-23%
COc1ccccc1/C=C/C=N/n1c(C2CCCCC2)n[nH]c1=S,7%,i,-6%,-8%,-20%,0.0%,-2.0,5%,6%
Cc1ncc(CO)c2cc(S(=O)(=O)c3ccc(F)cc3)c(=O)oc12,10%,i,-10%,-1%,7%,-0.8%,4.3,0%,6%
Cc1cc(Br)ccc1NC(=O)c1cc2c(=O)n(C)c3cc(Cl)ccc3c2s1,nt,i,4%,16%,5%,0.1%,nt,11%,-11%
N#CC1=C(N)N(c2ccccc2)C2=C(C(=O)CCC2)C1c1cccs1 (stereo not given),10%,i,22%,?,1%,14%,1.4,nt,-33%
COC(=O)c1ccc(C(=O)Nc2ccc(N)cc2N)cc1,0%,i,0%,-25%,-5%,4.6%,1.0,-15%,-1%
Cc1ccc(NC(=O)CCC(=O)n2nc(C)cc2C)c(C)c1,6%,i,1%,11%,1%,0.3%,1.0,0%,4%
O=C(NC1CCS(=O)(=O)C1)Oc1ccccc1 (stereo not given),3%,i,-28%,-5%,-7%,0.3%,-2.7,1%,14%
Cc1cc(C)c(OCC(=O)Nc2ccccc2N2CCCCC2)c(C)c1,11%,i,5%,10%,-14%,-0.1%,-3.6,0%,2%
CC(C)(C)CC(=O)NC1CC(=O)N(c2ccc3c(c2)OCCO3)C1 (stereo not given),nt,i,10%,nt,13%,0.4%,nt,1%,3%
O=[N+]([O-])c1cnccc1Nc1cccc(F)c1,1%,i,-9%,-26%,77%[activator],-0.4%,-1.0,-7%,-2%
COc1ccc(-c2cccc(C3CC=CC4C3C(=O)N(Cc3ccccc3)C4c3ccc(OC)c(Cl)c3)c2)cc1 (stereo not given),1%,i,-6%,-13%,10%,-1.0%,-0.7,-9%,-9%
CNc1cnc(-c2ccc(O)c(OC)c2)cn1,5%,i,-9%,nt,24%,-0.3%[9.22 µM],-0.1,nt,-21%
CC1=C(c2ccc(Cl)cc2)S(=O)(=O)N=C1N1CCN(c2cccc(C(F)(F)F)c2)CC1,nt,nt,?,?,nt,-0.4%,nt,-9%,-22%
Cc1ccccc1NS(=O)(=O)c1ccc(C(=O)N2CCCCCCC2)cc1,-1%,i,?,-25%,-5%,0.0%,-1.7,-5%,5%
O=C(CSc1nc2ccccc2c(=O)n1CCCN1CCOCC1)c1c[nH]c2ccccc12,6%,i,-11%,?,20%[11.3 µM],6.0%,-2.5,?,-2%
Cc1ccc(NC(=O)c2nc(S(=O)(=O)Cc3cccc(C)c3)ncc2Cl)cc1,nt,nt,3.2µM*,?,nt,-5.9%,nt,-28%,7.1µM*
COc1cc(C(C)=O)ccc1Oc1ncccn1,5%,i,-18%,2%,-19%,-0.2%,-0.7,3%,-24%
Cc1ncc([N+](=O)[O-])n1CCOC(=O)c1ccc(Cl)cc1Cl,4%,i,-4%,?,-10%,3.5%,0.2,9%,-40%
CC(C)Cc1cc(C(=O)Nc2ccc3c(c2)OCO3)no1,0%,?,5%,?,20%,4.1%,-2.4,0%,-22%
COc1cc(C(=O)NC2(C(F)(F)F)NC(=O)N(CCCc3ccccc3)C2=O)cc(OC)c1OC (stereo not given),1%,i,-16%,?,-1%,2.8%,-5.8,-13%,-21%
CC(C)Cc1ccc(-c2cc3nc(NCCOc4ccccc4)ccn3n2)cc1,-1%,i,?,nt,9%,-0.1%,-0.6,nt,-47%
COC(=O)C1(CO)NC(c2cccs2)C2C(=O)N(c3ccccc3)C(=O)C21 (stereo not given),-1%,i,5%,-10%,-2%,0.1%,-3.3,-7%,-4%
COc1ccc(Br)cc1C1=CC(=O)C[C@H](c2ccc(F)cc2)C1,5%,i,-4%,nt,-17%,2.3%,1.0,nt,1%
COc1cccc(NC(=O)N2CCC(n3c(C)nc4cccnc43)CC2)c1,nt,i,36%[activator],nt,-6%,0.9%,nt,0%,-8%
O=C(N/N=C/c1ccco1)/C(=C/c1cccc([N+](=O)[O-])c1)NC(=O)c1ccccc1,9%,i,?,nt,6%,2.6%,-4.6,-1%,1%
Cc1ccc(C)c(OCCCNC2CCCC2)c1C,1%,i,-7%,14%,-27%,-0.3%,-2.1,0%,-65%
CCCCN(CC)CCCNC(=O)Cn1ncc2c3ccccc3n(C)c2c1=O,nt,i,3%,26%,-2%,0.2%,nt,-22%,-11%
COc1ccc(S(=O)(=O)NC2CCCC2)cc1Cl,3%,i,-2%,-24%,-1%,-0.6%,-1.9,0%,7%
Cc1ccc(CN2CCNC(=O)C2CC(=O)N(C)C(C2CC2)C2CC2)o1 (stereo not given),0%,i,-12%,16%,2%,0.1%,0.5,1%,-5%

# Part of the list above in order of molecular weight, largest number first:
SMILES,EPAC2 ag,S2 tox,TGFb SMAD3 inh,Nrf2 inh,ATXN2 expr inh,Nrf2 activator,IL-2 act,A549 tox,HepG2 viability
COC(=O)C1(CO)NC(c2cccs2)C2C(=O)N(c3ccccc3)C(=O)C21 (stereo not given),-1%,i,5%,-10%,-2%,0.1%,-3.3,-7%,-4%
Cc1ccc(CN2CCNC(=O)C2CC(=O)N(C)C(C2CC2)C2CC2)o1 (stereo not given),0%,i,-12%,16%,2%,0.1%,0.5,1%,-5%
Cc1ncc([N+](=O)[O-])n1CCOC(=O)c1ccc(Cl)cc1Cl,4%,i,-4%,?,-10%,3.5%,0.2,9%,-40%

# Following part.
SMILES,EPAC2 ag,S2 tox,TGFb SMAD3 inh,Nrf2 inh,ATXN2 expr inh,Nrf2 activator,IL-2 act,A549 tox,HepG2 viability
COc1ccc(NC(=O)c2cccs2)cc1OC,0%,i,2%,nt,11%,27%,-2.8,-1%,-13%
CCS(=O)(=O)c1ccc2oc(SCC(=O)N3CCCCC3)nc2c1,-3%,i,-8%,?,3%,0.7%,-2.6,-4%,14%
CC(=O)N1CCN(CC(C)(C)NS(=O)(=O)c2ccccc2)CC1,5%,i,15%,-15%,4%,-0.8%,0.2,4%,-5%
Cc1ccc(C)c(OCC(=O)N/N=C/c2ccsc2)c1,-2%,i,1%,?,-11%,4.3%,-0.4,-15%,-22%
O=C(NC1CCCCC1)c1ccc(CSc2nc3cccnc3n2Cc2cccc(F)c2)cc1,nt,?,?,?,?,0.5%,nt,-3%,-31%
Cc1nc2nc(SCC(=O)NC3CCC(C)CC3)nn2c(C)c1Cc1ccccc1 (stereo not given),nt,?,-12%,nt,-5%,-0.8%,nt,10%,-14%
CCOC(=O)C1CCN(C(=S)Nc2ccc(S(N)(=O)=O)cc2)CC1,-4%,i,-11%,?,-7%,2.5%,-3.4,1%,-8%
CCOc1ccc(/C=C(\C#N)C(=O)Nc2cccnc2)cc1,-7%,i,-6%,4%,2%,-0.2%[9.22 µM],-0.4,-2%,-2%
Cc1ccccc1C(=O)Nc1c(C)nc(Nc2ccccc2)nc1Nc1ccccc1,nt,?,-29%,?,?,-0.8%,nt,-10%,-31%
COc1cc(C(=O)COC(=O)c2cc([N+](=O)[O-])ccc2N2CCOCC2)ccc1OC(F)F,1%,i,-24%,?,-8%,0.6%,-5.3,-15%,-9%
CC(C)C(=O)Nc1ccccc1N1CCN(C(=O)c2ccccc2)CC1,11%,i,0%,nt,-3%,-0.3%,0.4,-4%,3%
CCOC(=O)c1c(NC(=O)Cn2nc(C(=O)O)c3ccccc3c2=O)sc2c1CCC(C)C2 (stereo not given),-2%,i,3%,-13%,5%,0.1%,-3.9,2%,-26%
CC1(CCc2ccc(O)cc2)NC(=O)NC1=O (stereo not given),-5%,i,5%,19%,13%,0.4%,-0.1,-7%,8%
COc1ccccc1-c1cc(C(=O)N2CCCCC2C)no1 (stereo not given),nt,nt,nt,14%,nt,11%,nt,-1%,-10%
Cc1ccc(NC(=O)CN2CCC(NC(=O)Cc3ccccc3)CC2)c(C)c1,11%,i,-6%,?,-4%,-0.4%,-2.2,0%,2%
Cc1ccc(-n2c(SCC(N)=O)nnc2-c2cccnc2)c(C)c1,3%,i,-10%,4%,-18%,-0.4%,-4.7,-7%,-5%
O=C(c1ccc(F)cc1)C1CCN(Cc2cn[nH]c2-c2ccc(F)cc2)CC1,5%,i,0%,9%,-23%,0.6%,-0.4,-5%,-47%
COc1cccc(-n2c(Cc3cc(=O)[nH]c(=O)[nH]3)nnc2SCC(=O)N2CCCCC2)c1,0%,i,5%,10%,6%,0.3%,0.4,1%,0%
COc1ccc(C[C@H]2CN3C(=NC[C@H]3C)N2CCNC(=O)CCC2CCCCC2)cc1,2%,?,17%,9%,-8%,2.4%,-5.6,-3%,-11%
O=c1ccc(Oc2nc(N3CCOCC3)nc(N3CCOCC3)n2)nn1-c1ccccc1,6%,i,-5%,2%,-2%,-0.1%,-2.3,7%,-14%
O=S(=O)(c1ccccc1)c1nc(-c2ccco2)oc1NCc1cccnc1,13%,i,-7%,nt,8%,3.5%,-4.2,2%,11µM*
CCCCc1nn(-c2cc(Cl)ccc2OC)c2c1C(=O)CCC2,8%,i,0%,-15%,-22%,-0.8%,-2.6,-2%,-19%
CCOc1cc2sc(N3CCC(C(=O)Nc4cc(C)cc(C)c4)CC3)nc2cc1Br,nt,i,-13%,24%,14%,3.1%,nt,-1%,9%
COC(=O)c1ccc(NCCc2csc(-c3ccc(C)cc3)n2)c([N+](=O)[O-])c1,5%,nt,?,?,nt,-0.7%,0.2,3%,-9%
Cc1ccccc1-n1c(C)n[nH]c1=S,8%,i,-2%,-1%,3%,0.1%,-0.9,2%,-15%
CC(C)C(NC(=O)Nc1ccccc1)C(=O)Nc1cccc(S(=O)(=O)N(C)C)c1 (stereo not given),16%,i,1%,-5%,-14%,1.2%,-0.6,-2%,-7%

# Screening results: PubChem BioAssay, National Center for Advancing Translational Sciences (NCATS)
